Assay outcomes deposited in PubChem by several laboratories.
M5 PAM: human M5 muscarinic receptor positive allosteric modulators, primary screen, CHO-K1 cells, Fluo-8 calcium fluorescence. activation, % at 3 µM. CHO-K1 hM5, ACh EC20 PAM; 0% = ACh EC20, 100% = ACh EC100. 360,000 tested, 0.3% active. Muscarinic acetylcholine receptor M5 (Homo sapiens), P08912. AID 624038, 2012;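 active = activation above the run cutoff, the mean activation of all test compounds plus 3 SD, cut at about 18% in these data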
Target sequence (P08912 whole entry, looked up): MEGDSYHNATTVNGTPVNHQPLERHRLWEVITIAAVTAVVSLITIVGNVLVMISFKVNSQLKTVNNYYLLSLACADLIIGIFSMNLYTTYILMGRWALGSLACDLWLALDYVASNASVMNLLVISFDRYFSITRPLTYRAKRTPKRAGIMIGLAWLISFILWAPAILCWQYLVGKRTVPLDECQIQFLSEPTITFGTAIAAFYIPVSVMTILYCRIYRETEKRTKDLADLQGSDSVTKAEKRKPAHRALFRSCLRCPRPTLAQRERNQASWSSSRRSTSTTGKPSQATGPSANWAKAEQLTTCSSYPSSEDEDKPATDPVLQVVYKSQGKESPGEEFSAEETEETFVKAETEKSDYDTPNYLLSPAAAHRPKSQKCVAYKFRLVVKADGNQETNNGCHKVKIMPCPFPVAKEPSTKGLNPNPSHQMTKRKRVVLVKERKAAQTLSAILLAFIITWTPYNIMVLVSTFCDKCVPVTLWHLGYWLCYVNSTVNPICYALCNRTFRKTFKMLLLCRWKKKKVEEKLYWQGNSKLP
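Measured by: Fluo-8 calcium fluorescence; material: human M5 receptor in CHO-K1 cells; schedule: Post-acetylcholine fluorescence recording 140 s; benchmarks: low control EC20 acetylcholine (0%), high control EC100 acetylcholine (100%); read-out: Max/basal fluorescence ratio as % of EC20–EC100 ACh window; compound: single dose, 3 µM nominal final test concentration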
CRFBP-R2 agonist: agonists of CRF-BP/CRF-R2 complex, primary screen, cell-based, HEK293, calcium dye fluorescence, uHTS; CRF-binding protein / CRF receptor 2 complex (human); calcium dye fluorescence (FLIPR); percent of saturating CRF peptide response; activation, % at 13.2 µM; 350,000 tested, 0.46% active; AID 588473, 2011;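 active = activation of at least 50%, plus an integration ratio under a set limit after plate pattern correction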;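 also: plate controls were neutral control wells without compound for no effect and CRF at EC100 for full effect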
M4 antag: human M4 muscarinic receptor antagonists, primary screen, CHO cells, Fluo-8 calcium fluorescence. Muscarinic acetylcholine receptor M4 (Homo sapiens), P08173. CHO-hM4 cells, ACh EC80. inhibition, % at 3 µM. 360,000 tested, 0.73% active. AID 624125, 2012;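 active = inhibition above its plate's cutoff, the mean inhibition of sample wells plus 3 SD, cut at about 27% in these data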;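 also: 0% = acetylcholine EC80 with DMSO and 100% = DMSO without agonist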
Target sequence (P08173 whole entry, looked up): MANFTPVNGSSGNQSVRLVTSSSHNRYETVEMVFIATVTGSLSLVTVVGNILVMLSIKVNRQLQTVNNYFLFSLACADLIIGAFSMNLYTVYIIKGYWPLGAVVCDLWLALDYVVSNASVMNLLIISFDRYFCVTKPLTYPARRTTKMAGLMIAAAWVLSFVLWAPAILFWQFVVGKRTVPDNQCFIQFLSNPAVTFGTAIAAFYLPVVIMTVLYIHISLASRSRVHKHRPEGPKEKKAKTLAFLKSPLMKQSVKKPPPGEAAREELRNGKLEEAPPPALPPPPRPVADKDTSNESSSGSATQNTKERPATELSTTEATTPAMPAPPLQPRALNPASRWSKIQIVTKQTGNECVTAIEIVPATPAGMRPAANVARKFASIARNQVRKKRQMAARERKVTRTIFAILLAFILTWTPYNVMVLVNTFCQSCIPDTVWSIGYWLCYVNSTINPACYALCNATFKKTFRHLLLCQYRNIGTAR
CHRM5 antagonist: human M5 muscarinic receptor antagonists, primary screen, CHO cells, Fluo-8 calcium fluorescence | CHO-hM5 cells, ACh EC80 | inhibition, % at 3 µM | 360,000 tested, 0.59% active | AID 624040, 2012;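 active = inhibition above a per-plate cutoff, the mean of that plate's test compounds plus 3 SD, cut at about 27% in these data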;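 also: 0% = acetylcholine EC80 with DMSO and 100% = DMSO without agonist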
M1 antag: human M1 muscarinic receptor antagonists, primary screen, CHO-K1 cells, Fluo-8 calcium fluorescence, 1536-well. Muscarinic acetylcholine receptor M1 (Homo sapiens), P11229. CHO-K1 hM1, ACh EC80 antagonist. 360,000 tested, 1.3% active. inhibition, % at 3 µM. AID 588852, 2011;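 active = percent inhibition above its own plate's cutoff, namely the mean of that plate's compound wells plus 3 SD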;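 also: peak over basal fluorescence ratio during 140 s after agonist addition; 0% = ACh EC80 plus DMSO and 100% = DMSO alone without agonist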
CHRM5 agonist: human M5 muscarinic receptor agonists, primary screen, CHO-K1 cells, Fluo-8 calcium fluorescence; activation, % at 3 µM; Muscarinic acetylcholine receptor M5 (Homo sapiens), P08912; 360,000 tested, 0.19% active; CHO-K1 hM5 cells; 0% DMSO wells, 100% maximal acetylcholine response; AID 624037, 2012;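 active = activation above the run's mean over test compounds plus 3 SD, cut at about 23% in these data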;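 also: signal is peak over basal fluorescence ratio across the kinetic read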
M4 ag: human M4 muscarinic receptor agonists, primary screen, CHO-K1 cells, Fluo-8 calcium fluorescence; Muscarinic acetylcholine receptor M4 (Homo sapiens), P08173; CHO-K1 hM4/Gqi5; vehicle 0%, full acetylcholine response 100%; activation, % at 3 µM; 360,000 tested, 0.14% active; AID 624127, 2012;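 active = activation above the run mean over all test wells plus 3 SD, cut at about 32% in these data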;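 also: peak over basal fluorescence ratio per well then scaled between controls; 0% = DMSO wells and 100% = acetylcholine at EC100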
CHRM1 PAM: human M1 muscarinic receptor positive allosteric modulators, primary screen, CHO-K1 cells, Fluo-8 calcium fluorescence, 1536-well. activation, % at 3 µM. Muscarinic acetylcholine receptor M1 (Homo sapiens), P11229. 360,000 tested, 0.088% active. CHO-K1 hM1, ACh EC20; 0% = ACh EC20, 100% = maximal ACh; in the data active = activation above about 19%, passing the limit was not always enough
M4 PAM: human M4 muscarinic receptor positive allosteric modulators, primary screen, CHO-K1 cells, Fluo-8 calcium fluorescence. Muscarinic acetylcholine receptor M4 (Homo sapiens), P08173. CHO-K1 hM4/Gqi5, ACh EC20; 0% = ACh EC20, 100% = maximal ACh. activation, % at 3 µM. 360,000 tested, 0.4% active. AID 624126, 2012;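 active = activation above its plate's cutoff, the mean activation of sample wells plus 3 SD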; also: some results filed as inactive read as strong as hits
* = called active by the depositor; . = no result given; & = joins results of further samples.

nr	M1 antag	CHRM5 antagonist	M4 antag	CRFBP-R2 agonist	CHRM5 agonist	M4 ag	CHRM1 PAM	M5 PAM	M4 PAM	compound
1	-5	-14	0	0.0	1	0	8	3	8	CC[C@]12c3[nH]c4ccc(OC)cc4c3CCN1C(=O)C(CC(=O)NCCCOC)C[C@@H]2C(=O)N1CCN(C(=O)c2ccco2)CC1 (some centres undefined)
2	-4	5	1	0.5	0	3	6	-8	-5	O=C1CC(N2CCN(c3cccc(C(F)(F)F)c3)CC2)C(=O)N1c1ccccc1F (centres undefined)
3	-8	0	-1	23	9	6	6	4	-1	COc1ccc2[nH]c(=O)c(CN(C(C)=O)c3ccc(C)cc3C)cc2c1
4	-17	-6	-6	-2.5	1	1	16	-4	-3	O=C(Nc1sc2c(c1C(=O)O)CCCCC2)c1cccnc1
5	-21	-4	0	0.8	12	0	18	7	7	CCOC(=O)c1sc2ncnc(Nc3cccc(C(=O)O)c3)c2c1C
6	18	1	-2	-1.8	1	0	-1	2	5	CC(C)Oc1ccc(CNCC2(O)CCOC(C)(C)C2)cc1 (centres undefined)
7	-11	7	16	0.9	0	2	6	4	-1	O=C(N/N=C/c1ccc(OC(=O)c2cccs2)cc1)c1cccc(F)c1
8	-3	-9	-5	0.1	-2	11	4	-11	1	O=C(Nc1ccc(S(=O)(=O)NCc2ccccc2)cc1)c1ccc(Br)o1
9	-6	3	1	-0.5	0	0	17	-2	10	O=S(=O)(c1ccc(S(=O)(=O)N2CCN(C3CCCCC3)CC2)cc1)N1CCCCCC1
10	-6	4	-6	-4.6	-5	-2	10	-3	4	CCOc1ccccc1/C=N\Nc1cnn(Cc2ccccc2)c(=O)c1Cl
11	-3	8	3	0.2	5	1	-2	-4	-4	C=CCSc1nnc(NC(=O)c2cccc(S(=O)(=O)N3CCOCC3)c2)s1
12	-3	10	6	-1.6	-8	0	3	-4	-2	CC1CCCC(C)N1CCCNC(=O)CCn1c(=O)c2cccn2c2cccnc21 (centres undefined)
13	4	-4	2	-1.0	-1	0	-8	-3	-6	Cc1ccc(/C=C/C(=O)N2CCc3ccccc3C2)cc1
14	-12	8	5	-0.6	1	2	8	-4	7	CCN(CC)c1ccc(NC(=O)COc2ccc(-n3cnnn3)cc2)cc1
15	-4	0	-5	0.7	0	0	6	4	3	CCOC(=O)N1CCC(c2cc(=O)n3[nH]cc(C(=O)OC)c3n2)CC1
16	-4	-8	0	0.0	-1	1	8	-8	4	CC(C)/C(=N\NS(=O)(=O)c1ccc(Br)cc1)c1cccs1
17	-4	4	-3	0.6	-3	0	1	-6	0	C/C(=N\Nc1ccc(C(F)(F)F)cc1[N+](=O)[O-])C1CC1
18	-20	-1	-1	.	-3	0	9	1	4	CC1(C(=O)NCc2ccc(F)c(F)c2)Cc2c(-c3ccc4c(c3)OCO4)ccnc2O1 (centres undefined)
19	-1	4	2	-0.8	-1	2	1	3	1	O=C(CSc1nc2ccccc2c(=O)n1-c1ccc(OC(F)F)cc1)NCc1cccs1
20	5	6	-2	0.5	1	1	2	8	3	CCC1C(=O)NCCN1C(=O)c1ccccc1OC1CCN(S(C)(=O)=O)CC1 (centres undefined)

Later entries.
nr	M1 antag	CHRM5 antagonist	M4 antag	CRFBP-R2 agonist	CHRM5 agonist	M4 ag	CHRM1 PAM	M5 PAM	M4 PAM	compound
21	-4	12	3	-1.6	-1	2	2	-2	12	COc1cc(/C=N/NC(=O)c2cnccn2)cc(OC)c1OC
22	3	6	2	0.2	-5	0	0	-3	4	Cc1nn(C)cc1/C=C1\CCC/C(=C\c2cn(C)nc2C)C1=O
23	-1	2	-5	3.7	-5	0	3	-3	-1	O=C(COC(=O)c1cc[n+]([O-])cc1)NCc1ccccc1Cl
24	-12	1	10	-2.5	1	1	13	-3	7	O=C(NCc1csc(-c2ccccc2)n1)c1ccco1
25	-1	-9	-24	-0.5	0	3	5	7	5	O=C(CCSc1nnc(-c2ccncc2)o1)Nc1cccc2ccccc12
26	-5	-1	-10	-0.9	4	2	5	3	13	CC(=O)c1ccc(N2CCN(C(=O)Cc3n[nH]c(=O)c4ccccc34)CC2)cc1
27	-10	6	-5	-1.4	-1	2	9	-5	4	Cn1c(SCC(=O)Nc2ccc3nc(SCC(=O)NC4CC4)sc3c2)nnc1-c1ccccc1
28	-11	-8	-4	2.4	-3	1	22	10	0	COc1ccc(C(=O)N2CCN(CCc3ccccn3)CC2)cc1
29	-9	4	1	1.3	1	2	8	-2	-10	CS(=O)(=O)N(CC(=O)N1CCN(c2ccccc2)CC1)c1ccccc1Cl
30	1	4	-4	1.4	0	0	6	2	0	CCOC(=O)c1noc(C)c1C(=O)Nc1nc(C)cc(C)n1
31	1	20	5	-2.4	-4	1	-3	-7	-1	CC(=O)C1=C(C)N(CC2CC2)C(=O)N[C@H]1c1cccs1
32	-4	2	6	5.2	6	1	2	-5	-17	COc1cccc(/C=N/NC(=O)c2ccoc2C)c1O
33	-4	-5	-1	1.3	1	0	4	-1	0	Cc1ccc(S(=O)(=O)CC(=O)c2ccc(C(C)(C)C)cc2)cc1
34	-45	-10	3	-0.5	-2	0	9	6	14	O=C(Nc1nccs1)C1C2/C=C\CCCCC21 (centres undefined)
35	-1	8	5	0.9	-4	0	6	2	-1	CCOC(=O)c1ccc(NC(=O)c2ccc[n+]([O-])c2)cc1
36	1	-9	2	-3.9	-2	0	5	4	3	Cc1cc(C)c(NC(=O)CSc2nccn2C)c(C)c1
37	-4	-1	7	1.2	-3	0	5	1	-3	Cc1cc(Cl)ccc1OCC(=O)NC(=S)Nc1ccc(Cl)cn1
38	-2	1	5	1.1	-5	0	2	-1	-2	Cc1cc(CNC(=O)CC2C(=O)NCCN2Cc2ccccc2)nn1C (centres undefined)
39	-2	-5	-6	-1.4	-3	4	1	-7	1	C#Cc1cccc(C(=O)N2CCCC(C(=O)c3ccc(OC)cc3C)C2)c1 (centres undefined)
40	-8	15	-9	-1.0	-6	1	4	-4	0	Cc1cccc(OCC(=O)N2CCc3ccccc3C2)c1C

Sorted by length of the SMILES (descending): 13 of the compounds above.
nr	M1 antag	CHRM5 antagonist	M4 antag	CRFBP-R2 agonist	CHRM5 agonist	M4 ag	CHRM1 PAM	M5 PAM	M4 PAM	compound
27	-10	6	-5	-1.4	-1	2	9	-5	4	Cn1c(SCC(=O)Nc2ccc3nc(SCC(=O)NC4CC4)sc3c2)nnc1-c1ccccc1
29	-9	4	1	1.3	1	2	8	-2	-10	CS(=O)(=O)N(CC(=O)N1CCN(c2ccccc2)CC1)c1ccccc1Cl
39	-2	-5	-6	-1.4	-3	4	1	-7	1	C#Cc1cccc(C(=O)N2CCCC(C(=O)c3ccc(OC)cc3C)C2)c1 (centres undefined)
33	-4	-5	-1	1.3	1	0	4	-1	0	Cc1ccc(S(=O)(=O)CC(=O)c2ccc(C(C)(C)C)cc2)cc1
22	3	6	2	0.2	-5	0	0	-3	4	Cc1nn(C)cc1/C=C1\CCC/C(=C\c2cn(C)nc2C)C1=O
23	-1	2	-5	3.7	-5	0	3	-3	-1	O=C(COC(=O)c1cc[n+]([O-])cc1)NCc1ccccc1Cl
38	-2	1	5	1.1	-5	0	2	-1	-2	Cc1cc(CNC(=O)CC2C(=O)NCCN2Cc2ccccc2)nn1C (centres undefined)
37	-4	-1	7	1.2	-3	0	5	1	-3	Cc1cc(Cl)ccc1OCC(=O)NC(=S)Nc1ccc(Cl)cn1
30	1	4	-4	1.4	0	0	6	2	0	CCOC(=O)c1noc(C)c1C(=O)Nc1nc(C)cc(C)n1
21	-4	12	3	-1.6	-1	2	2	-2	12	COc1cc(/C=N/NC(=O)c2cnccn2)cc(OC)c1OC
40	-8	15	-9	-1.0	-6	1	4	-4	0	Cc1cccc(OCC(=O)N2CCc3ccccc3C2)c1C
24	-12	1	10	-2.5	1	1	13	-3	7	O=C(NCc1csc(-c2ccccc2)n1)c1ccco1
34	-45	-10	3	-0.5	-2	0	9	6	14	O=C(Nc1nccs1)C1C2/C=C\CCCCC21 (centres undefined)

Next entries
nr	M1 antag	CHRM5 antagonist	M4 antag	CRFBP-R2 agonist	CHRM5 agonist	M4 ag	CHRM1 PAM	M5 PAM	M4 PAM	compound
41	-18	4	-3	-1.9	2	1	18	4	11	Cn1c(=O)c2c(nc(Cl)n2CC(=O)N2CCCCC2)n(C)c1=O
42	-8	3	-9	-4.9	1	6	5	-4	6	COc1ccc(-c2cc(C)no2)cc1S(=O)(=O)Nc1ccccc1
43	3	14	-3	-0.6	0	0	-3	-8	-4	O=C(CSc1nnnn1C1CCCCC1)Nc1nc2c(s1)CCCC2
44	1	0	0	-0.6	1	0	1	-3	-2	CC(=O)NCc1ccc(-c2csc(N)n2)s1
45	-4	8	4	-1.5	-2	-1	2	-3	-2	COc1cccc(/C(O)=C2/C(=O)C(=O)N(CCN(C)C)C2c2ccc(Br)cc2)c1 (centres undefined)
46	-11	3	16	3.6	-4	0	2	-5	-12	CCC(C)N1CCCCC1C(=O)Nc1c(C)cc(C)cc1C (centres undefined)
47	-8	-1	-15	1.4	-1	1	6	-1	0	CCC(=O)Nc1cc2nn(-c3ccc(C)cc3)nc2cc1C
48	-20	-1	-2	2.1	11	2	17	7	-3	C=C(C)CNC(=O)c1ccc2nc(Cc3ccc(OC)cc3)oc2c1
49	.	6	-8	.	-1	1	.	-6	7	Nc1nc2ncccn2c1-c1ccccc1
50	-6&-33	14&0	-1&3	-3.7&0.5	-5&-10	-1&-2	13&5	8&3	3&1	Cc1onc(-c2ccccc2)c1C(=O)N1CCCSC1=Nc1ccccc1
51	-1	-6	5	3.4	-2	1	7	-2	9	COc1ccc(Cl)cc1NC(=S)N1CCN(C(=O)c2ccco2)CC1
52	-14	-7	-6	-2.5	1	2	14	17	-2	CCOc1ncccc1C(=O)Nc1ccc2nc(C)sc2c1
53	2	7	3	-0.2	-7	-2	-7	1	-2	CCOC(=O)c1cc2c(ccn2C)n1Cc1ccc(C#N)cc1
54	-28	-1	5	1.4	-1	0	8	-5	11	Cc1ccc(-c2nc3ncccn3c2NC2CCCC2)o1
55	-1	1	7	-2.6	-1	2	5	-2	0	CCCCn1c(SCC(=O)Nc2nc(C)cs2)nnc1-c1cccnc1
56	-7	1	9	0.3	-4	-1	8	0	4	CCC(C)(C)NC(=O)CC(c1ccc(OC)cc1)n1cccc1 (centres undefined)
57	8	13	22	0.5	2	7	-8	-18	-6	Cc1nc(C)c(C(=O)NCc2ccccc2Cl)o1
58	-4	7	-12	1.3	-1	17	-1	-2	-4	CS(=O)(=O)c1ccc(Cl)c(NC(=O)CSc2nncn2-c2ccccc2)c1
59	-9	9	2	-0.7	-1	0	2	4	0	Cc1cccc(NC(=O)CCCc2ccccc2)c1C
